FBW7 activator: human FBW7 E3 ligase activation, primary screen; Q969H0; AlphaScreen FBW7–phospho-cyclin E peptide binding, activator screen; normalized activity (activation), % at 26.1 µM; actives 0.13% (n = 650,000); in the data active means normalized activity above about 1.9%;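 further: purified mutant Fbw7 with reduced substrate affinity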
TEAD-YAP block: TEAD-YAP interaction inhibition | HEK-TIYL cells, TEAD-Gal4/YAP UAS-luciferase luminescence | AID 1259422 | actives 1.4% (n = 640,000) | inhibition, % at 9.12 µM; in the data active means inhibition above about 32%;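 further: 0% = median of test compound wells and 100% = reference inhibitor wells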
GPR151 ag: activates the human receptor GPR151. Q8TDV0. PathHunter beta-arrestin GPR151 cells, luminescence. activation, % at 11.2 µM. actives 1% (n = 650,000). AID 1508602; in the data active means activation above about 4.9%;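 further: 0% = median of compound wells and 100% = cells with positive control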
Target sequence (Q8TDV0 whole entry, looked up): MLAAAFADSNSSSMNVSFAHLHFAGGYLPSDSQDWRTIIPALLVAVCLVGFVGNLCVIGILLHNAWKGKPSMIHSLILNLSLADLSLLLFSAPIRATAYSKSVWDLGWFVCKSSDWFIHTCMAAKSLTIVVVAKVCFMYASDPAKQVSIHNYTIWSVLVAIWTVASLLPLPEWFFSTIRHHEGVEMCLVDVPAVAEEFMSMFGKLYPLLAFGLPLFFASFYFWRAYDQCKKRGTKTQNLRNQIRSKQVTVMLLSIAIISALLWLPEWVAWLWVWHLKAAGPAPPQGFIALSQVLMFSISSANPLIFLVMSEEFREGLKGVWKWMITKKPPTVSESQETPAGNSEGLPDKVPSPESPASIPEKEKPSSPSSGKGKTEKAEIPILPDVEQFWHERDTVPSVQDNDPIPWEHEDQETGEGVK
MITF inh: human MITF inhibition, primary screen; O75030; AlphaScreen MITF homodimerization, bead proximity signal; inhibition, % at 2.6 µM; actives 0.91% (n = 650,000); in the data active means inhibition above about 50%;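 further: 0% = vehicle wells with protein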
Target sequence (O75030 whole entry, looked up): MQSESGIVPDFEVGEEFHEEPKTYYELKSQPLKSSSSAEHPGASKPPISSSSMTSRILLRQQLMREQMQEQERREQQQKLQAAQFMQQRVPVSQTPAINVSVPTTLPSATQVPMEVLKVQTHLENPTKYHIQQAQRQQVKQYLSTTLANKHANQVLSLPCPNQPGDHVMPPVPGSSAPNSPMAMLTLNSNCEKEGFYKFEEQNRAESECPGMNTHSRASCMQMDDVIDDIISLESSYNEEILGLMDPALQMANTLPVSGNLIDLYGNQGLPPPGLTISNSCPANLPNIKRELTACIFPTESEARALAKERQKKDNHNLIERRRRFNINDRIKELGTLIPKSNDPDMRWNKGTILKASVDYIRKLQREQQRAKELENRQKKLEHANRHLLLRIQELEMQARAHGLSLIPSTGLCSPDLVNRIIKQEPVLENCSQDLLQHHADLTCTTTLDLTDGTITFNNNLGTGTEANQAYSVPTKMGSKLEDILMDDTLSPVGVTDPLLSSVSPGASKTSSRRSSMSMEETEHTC
* = called active by the depositor; & = joins results of further samples. An unsorted share of the library; any-hit rate near 3.4%.

For Cc1csc(NC(=O)CSc2nnc3c4ccccc4n(C)c3n2)n1 the results were FBW7 activator 0.1, TEAD-YAP block 9, GPR151 ag -0.5 and MITF inh 6.
O=c1[nH]c2ccc(S(=O)(=O)Nc3cccc(C(F)(F)F)c3)cc2s1 was read as FBW7 activator 0.0, TEAD-YAP block 1, GPR151 ag 2.1 and MITF inh 9.
c1ccc(Nc2ccnc(-c3ccccc3)n2)cc1 was read as FBW7 activator -0.1, TEAD-YAP block -43, GPR151 ag 3.7 and MITF inh 5.
COc1cc(NC(=O)c2cc(Br)ccc2Cl)cc(OC)c1 was read as FBW7 activator 0.6, TEAD-YAP block -7, GPR151 ag -1.2 and MITF inh -14.
For COc1ccc2cc(C#N)c(SCC(=O)NCc3ccc4c(c3)OCO4)nc2c1 the results were FBW7 activator 0.1, TEAD-YAP block 22, GPR151 ag 0.8 and MITF inh -21.
`CCCNC(=O)c1cnc(NCc2ccc3c(c2)OCO3)s1` gave FBW7 activator 0.2, TEAD-YAP block -21, GPR151 ag -1.4 and MITF inh 20.
For CC(=O)Nc1nnc(SCC(=O)c2ccc(Cl)cc2)s1 the results were FBW7 activator -0.1, TEAD-YAP block 8, GPR151 ag 0.3 and MITF inh -10.
`CCCC(=O)N=c1sc2c(OC)ccc(OC)c2n1C` gave FBW7 activator -0.1, TEAD-YAP block 2, GPR151 ag -1.7 and MITF inh 5.
C/C(=N\NC(=O)c1ccc(-n2c(C)ccc2C)cc1)c1ccc[nH]1 was read as FBW7 activator -0.2, TEAD-YAP block -4, GPR151 ag -0.2 and MITF inh -2.
For COc1ccc(C2CC(=O)C3=C(C2)NC(C)=C(C(=O)OCCOc2ccccc2)C3c2ccc(Cl)c(Cl)c2)cc1 (stereo not given) the results were FBW7 activator 0.2, TEAD-YAP block 6, GPR151 ag 1.2 and MITF inh -8.
Screening O=C(O)c1ccccc1N=Nc1ccc(O)c2ncccc12 returned FBW7 activator -0.5, TEAD-YAP block -9, GPR151 ag -0.3 and MITF inh 34.
Cc1ccc(-c2cc(C(=O)O)c3cc(Br)ccc3n2)c(C)c1 was read as FBW7 activator 0.1, TEAD-YAP block -9, GPR151 ag 0.2 and MITF inh 7.
Screening COc1cc2c(cc1OC)CN(C(=O)C(Cl)(Cl)Cl)CC2 returned FBW7 activator -0.1, TEAD-YAP block 3, GPR151 ag 0.3 and MITF inh -6.
For CN(C(=O)CC1C(=O)NCCN1Cc1cccc(F)c1F)C1CC(C)(C)NC(C)(C)C1 (stereo not given) the results were FBW7 activator 0.5, TEAD-YAP block 10, GPR151 ag -2.2 and MITF inh 4.
Screening CCCCOc1ccc(C(=O)NN)cc1 returned FBW7 activator 0.9, TEAD-YAP block 3, GPR151 ag 1.3 and MITF inh -38.
CCOC(=O)C1=C(C)N=c2s/c(=C\c3ccncc3)c(=O)n2C1c1ccccc1Cl (stereo not given) was read as FBW7 activator 0.0, TEAD-YAP block 26, GPR151 ag -0.4 and MITF inh 15.
`COc1ccc(CCNC(=O)C(=O)Nc2ccc(Cl)c(Cl)c2)cc1OC` gave FBW7 activator -0.1, TEAD-YAP block -1, GPR151 ag 0.7 and MITF inh -14.
N#CC1=C(N)Oc2n[nH]c(-c3ccc4c(c3)OCO4)c2C1c1ccc(F)cc1 (stereo not given) was read as FBW7 activator -0.1, TEAD-YAP block 4, GPR151 ag 1.0 and MITF inh 0.
`COC(=O)c1cc(NC(=O)C2CCCN2C(=O)OCc2ccccc2)cc(C(=O)OC)c1` (stereo not given) gave FBW7 activator 0.2, TEAD-YAP block 4, GPR151 ag -1.4 and MITF inh 13.
Screening O=C1/C(=C/c2ccc(-c3ccc(Br)cc3)o2)Sc2ccccc21 returned FBW7 activator -0.1, TEAD-YAP block -8, GPR151 ag -0.1 and MITF inh 0.
For O=C(CN1CCC(Nc2nc3c(c(=O)[nH]2)CCCC3)CC1)NC1CC1 the results were FBW7 activator 0.0, TEAD-YAP block 0, GPR151 ag -1.4 and MITF inh 1.
CCC(C)NC(=O)CCC(=O)n1ncc2ccc(Cl)cc21 (stereo not given) was read as FBW7 activator 0.1, TEAD-YAP block -8, GPR151 ag -0.2 and MITF inh -4.
For Cc1ccc(C)c(N2CCN(C(=O)CCCn3c(=S)[nH]c4cc5c(cc4c3=O)OCO5)CC2)c1 the results were FBW7 activator 0.1, TEAD-YAP block -2, GPR151 ag 0.8 and MITF inh 4.
Screening Cc1ccc(-c2cccc3cnc(Nc4cccc(C(=O)NC5CC5)c4)nc23)cn1 returned FBW7 activator 0.4, TEAD-YAP block 33*, GPR151 ag 1.3 and MITF inh 30.
CCSc1nnc2c(n1)OC(C1CC=C(C)CC1)Nc1ccccc1-2 (stereo not given) was read as FBW7 activator -0.1, TEAD-YAP block 2, GPR151 ag 1.6 and MITF inh 3.
`CC(C)Sc1nnc2c3cc(Br)ccc3n(C)c2n1` gave FBW7 activator 0.0, TEAD-YAP block 3, GPR151 ag -1.3 and MITF inh 8.
COC(=O)C1=C(C)NC2=C(C(=O)CC(c3cccs3)C2)C1c1ccc2c(c1)OCO2 (stereo not given) was read as FBW7 activator 0.1&0.4, TEAD-YAP block 13&18, GPR151 ag 0.0&0.3 and MITF inh -5&11.
For CCc1ccccc1N1C(=O)C2CCCN2C1=S (stereo not given) the results were FBW7 activator 0.1, TEAD-YAP block 9, GPR151 ag -0.4 and MITF inh 9.
For CC1CN(CCC(=O)N2CCCN(C3Cc4ccccc4C3)CC2)Cc2ccccc2O1 (stereo not given) the results were FBW7 activator 0.1, TEAD-YAP block -11, GPR151 ag -0.8 and MITF inh -4.
`O=C(Nc1cccc(-c2ccc3nncn3n2)c1)c1ccc([N+](=O)[O-])cc1Cl` gave FBW7 activator 0.0, TEAD-YAP block 4, GPR151 ag 0.9 and MITF inh 12.
O=C(Nc1ccc(Cl)cc1)c1cccs1 was read as FBW7 activator -0.1, TEAD-YAP block -31, GPR151 ag 3.7 and MITF inh 1.
CCOC(=O)c1c(C)n(-c2ccccc2)c2c1cc(OC(=O)C1CCCCC1)c1ccccc12 was read as FBW7 activator -0.1, TEAD-YAP block 5, GPR151 ag 0.6 and MITF inh 6.
`CN1CCN(c2ccc(-c3nc4ccc(C(=O)Nc5ccc(Oc6ccccc6)cc5)cc4s3)cc2)CC1` gave FBW7 activator -0.1, TEAD-YAP block 14, GPR151 ag -1.3 and MITF inh 4.
Cc1cn2c3c(=O)n(CC(C)C)c(=O)n(C)c3nc2n1C was read as FBW7 activator 0.0, TEAD-YAP block 5, GPR151 ag 5.6* and MITF inh 13.
c1ccc(N2CCN(Cc3nnc(-c4ccc5c(c4)OCO5)o3)CC2)cc1 was read as FBW7 activator 0.1, TEAD-YAP block 7, GPR151 ag -0.5 and MITF inh 9.
For COC(=O)C1CCN(Cc2ccc3c(c2)CN(C(=O)C2(C)CC2)CCO3)CC1 the results were FBW7 activator 0.1, TEAD-YAP block 3, GPR151 ag 0.2 and MITF inh -21.
`Cc1cc(N2CCCC2)c(F)cc1/C=C\[N+](=O)[O-]` gave FBW7 activator 0.0, TEAD-YAP block 14, GPR151 ag -0.7 and MITF inh -9.
Cc1ccc(C2=NNC3(CCOC(C)(C)C3)S2)cc1 (stereo not given) was read as FBW7 activator 1.2, TEAD-YAP block -30, GPR151 ag -0.9 and MITF inh 3.
COc1cc(CNCc2cccs2)ccc1OCC(=O)N1CCCCC1 was read as FBW7 activator 0.0, TEAD-YAP block -1, GPR151 ag 0.1 and MITF inh 6.
Screening CN(C)Cc1ccn(-c2ccnc(Nc3ccc(N4CCOCC4)cc3)c2)n1 returned FBW7 activator -0.8, TEAD-YAP block -12, GPR151 ag 1.1 and MITF inh -5.
For Cc1ccc2c(c1C)NC(=O)C2(O)C(F)(F)F (stereo not given) the results were FBW7 activator 0.0, TEAD-YAP block -1, GPR151 ag 0.5 and MITF inh 11.
`O=C(NC1CCN(Cc2ccccc2)CC1)c1cc(N2CCc3ccccc3C2)nc2ccccc12` gave FBW7 activator 0.0, TEAD-YAP block 6, GPR151 ag -2.1 and MITF inh 14.
`Cc1ccc(-n2nc3ccc(NC(=O)c4ccc(-c5cc(Cl)ccc5Cl)o4)cc3n2)cc1C` gave FBW7 activator -0.1, TEAD-YAP block -8, GPR151 ag -0.6 and MITF inh -5.
Screening COc1cc2nc(N3CCN(c4ccccn4)CC3)nc(NCc3nc4ccccc4[nH]3)c2cc1OC returned FBW7 activator 0.2, TEAD-YAP block 5, GPR151 ag 0.3 and MITF inh -3.
Screening Cc1nc(SCC(=O)N(c2ccccc2)c2ccccc2)n[nH]1 returned FBW7 activator 0.2, TEAD-YAP block 20, GPR151 ag 0.3 and MITF inh 8.
`O=C(c1cc2ccccc2oc1=O)N1CCSC1c1ccc(Br)cc1` (stereo not given) gave FBW7 activator 0.2, TEAD-YAP block 0, GPR151 ag 0.0 and MITF inh -10.
CCc1ccccc1N(CC(=O)Nc1ccccc1SC)S(C)(=O)=O was read as FBW7 activator 0.1, TEAD-YAP block 0, GPR151 ag 5.6* and MITF inh 4.
Screening Cc1cc(C)cc(-n2c(C)cc(/C=C3\SC(=Nc4ccc(Cl)cc4)NC3=O)c2C)c1 returned FBW7 activator 0.0, TEAD-YAP block -4, GPR151 ag -1.0 and MITF inh 14.
`O=C1[C@@H]2C[C@H](NCc3ccc4ncccc4c3)CN2C(=O)[C@H]2CCCN12` gave FBW7 activator 0.1, TEAD-YAP block -1, GPR151 ag 1.0 and MITF inh 12.
`Cc1ccc(C)c(NC(=O)CSC2=C(C#N)C(c3cccs3)C3=C(CCCC3=O)N2)c1` (stereo not given) gave FBW7 activator 0.0, TEAD-YAP block -4, GPR151 ag -1.5 and MITF inh -7.
For CCCc1cc(C(=O)NC(C)c2ccccc2)no1 (stereo not given) the results were FBW7 activator 0.0, TEAD-YAP block -1, GPR151 ag 0.2 and MITF inh -2.
`Cc1c(CNC2CCCCCCC2)c(C(=O)O)c(C)n1Cc1ccc(Cl)cc1` gave FBW7 activator -0.2, TEAD-YAP block -10, GPR151 ag 0.7 and MITF inh 16.
Screening CCCCn1c(CNC(=O)c2ccc(C)c(C)c2)nnc1SC(C)C(=O)Nc1sc(C(=O)OCC)c(C)c1C(=O)OCC (stereo not given) returned FBW7 activator -0.1, TEAD-YAP block 9, GPR151 ag 1.4 and MITF inh 0.
C=COCCNC(=S)Nc1cccc(Cl)c1 was read as FBW7 activator -0.1, TEAD-YAP block -2, GPR151 ag 0.6 and MITF inh 3.
`Cc1ccc(N2C(=O)C3C4C=CC(C4)C3C2=O)c(C)c1` (stereo not given) gave FBW7 activator -0.1, TEAD-YAP block 5, GPR151 ag -0.8 and MITF inh 1.
Cc1ccc(S(=O)(=O)NCCCN2CCOCC2)c(C)c1 was read as FBW7 activator 0.0, TEAD-YAP block -8, GPR151 ag 0.8 and MITF inh -3.
O=C(c1ccc2c(=O)n(-c3ccc(F)c(Cl)c3)c(=S)[nH]c2c1)N1CCc2ccccc2C1 was read as FBW7 activator -0.1, TEAD-YAP block -3, GPR151 ag -0.1 and MITF inh -3.
Screening Cc1c(Cl)cccc1NC(=S)N(CCCN1CCCCCC1)Cc1ccco1 returned FBW7 activator 0.1, TEAD-YAP block 13, GPR151 ag -0.4 and MITF inh 0.
Screening Fc1ccc(COc2ccc(Cl)cc2/C=N/n2cnnc2)cc1 returned FBW7 activator -0.1, TEAD-YAP block -23, GPR151 ag 0.3 and MITF inh -20.
`CC(=O)Nc1cc2c(C)cc(=O)oc2c2c1OCC2=O` gave FBW7 activator -0.1, TEAD-YAP block 5, GPR151 ag -2.3 and MITF inh -1.
`N#C/C(=C\c1ccccc1Cl)c1nn(CCO)c(N)c1C#N` gave FBW7 activator 0.1, TEAD-YAP block -17, GPR151 ag -0.7 and MITF inh 27.
For CC(C)CCNC(=O)CN(Cc1cccs1)C(=O)Cn1nnc(-c2ccc(F)cc2)n1 the results were FBW7 activator 0.0, TEAD-YAP block 10, GPR151 ag -0.9 and MITF inh 5.
Screening CCOC(=O)CSc1nc(-c2ccc(C)cc2C)cc(-c2ccccc2)c1C#N returned FBW7 activator -0.2, TEAD-YAP block 4, GPR151 ag -0.1 and MITF inh -3.

Gathered by group, the compounds so far containing a thiophene ring, fused or not.
COC(=O)C1=C(C)NC2=C(C(=O)CC(c3cccs3)C2)C1c1ccc2c(c1)OCO2 (stereo not given) was read as FBW7 activator 0.1&0.4, TEAD-YAP block 13&18, GPR151 ag 0.0&0.3 and MITF inh -5&11.
O=C(Nc1ccc(Cl)cc1)c1cccs1 was read as FBW7 activator -0.1, TEAD-YAP block -31, GPR151 ag 3.7 and MITF inh 1.
COc1cc(CNCc2cccs2)ccc1OCC(=O)N1CCCCC1 was read as FBW7 activator 0.0, TEAD-YAP block -1, GPR151 ag 0.1 and MITF inh 6.
`Cc1ccc(C)c(NC(=O)CSC2=C(C#N)C(c3cccs3)C3=C(CCCC3=O)N2)c1` (stereo not given) gave FBW7 activator 0.0, TEAD-YAP block -4, GPR151 ag -1.5 and MITF inh -7.
Screening CCCCn1c(CNC(=O)c2ccc(C)c(C)c2)nnc1SC(C)C(=O)Nc1sc(C(=O)OCC)c(C)c1C(=O)OCC (stereo not given) returned FBW7 activator -0.1, TEAD-YAP block 9, GPR151 ag 1.4 and MITF inh 0.
For CC(C)CCNC(=O)CN(Cc1cccs1)C(=O)Cn1nnc(-c2ccc(F)cc2)n1 the results were FBW7 activator 0.0, TEAD-YAP block 10, GPR151 ag -0.9 and MITF inh 5.

Source: PubChem
